# p53ts 39C tox – cytotoxicity in p53ts cells at nonpermissive temperature | H1299-p53A138V viability at 39C, ATP luminescence, 24 h | Potency, µM (doses to about 46.1 µM), inactives show at the top dose activity change, negative = cell killing, hits mostly cytotoxic | actives 1.5% (n = 130,000) | AID 902; note: nearly all actives have a fitted effect of over 55% in size
# IkB sig inh – IkB pathway inhibition in ABC-DLBCL cells; AID 445; Potency, µM (doses to about 57.1 µM), for the others: top-dose IkBa stabilization activation; actives 0.04% (n = 110,000); ABC-DLBCL IkBa-CBG/CBR dual luciferase ratio, 4 h; response scale: scaled: untreated 0%, proteasome inhibitor 100%; active = well fitted curve in the direction sought with a large enough effect in the signal ratio, not every such curve was filed as active; inconclusive = small, poorly fitted or top-dose-only effect, or a change in a side signal; the % refers to the signal ratio;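 note: the direction sought is a rising ratio; 0% = basal untreated cells and 100% = reference inhibitor full response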
#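 In this assay, an IκBα–CBG68 fusion accumulates when IKK-driven degradation is blocked; native CBR normalizes for cell number. OCI-Ly3 cells were treated 4 h with compound and doxycycline, then green and red light read after Chroma-Glo addition.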
# p53ts 32C tox – kills p53ts cells at the permissive temperature; Potency, µM (highest dose often 46.1 µM), for the others: top-dose activity change, negative = cytotoxicity, hits mostly cytotoxic; actives 0.93% (n = 130,000); AID 924; H1299-p53A138V at 32C, ATP luminescence viability, 24 h;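 note: 0% = DMSO and -100% = full killing by reference compound; nearly all actives have a fitted effect of over 55% in size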
#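 H1299-p53 A138V cells (temperature-sensitive p53) exposed 24 h to up to 46 uM compound at 32C, where p53 is wild-type in conformation. Viability read as ATP luminescence and normalised to DMSO and 100 uM tamoxifen. AC50 fitted with the Hill equation.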
# Imprint erasure – inducers of genomic imprint erasure in mouse ES cells; Potency, µM (top dose mostly 60.7 µM), for inactives: at the top dose activity change, positive = activation, usual class: activators; actives 0.02% (n = 110,000); mouse ES Peg3-LacZ reporter, beta-gal luminescence, 40 h;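 note: 0% = negative control wells on the plate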
#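 Imprint erasure is scored as LacZ activity from the silenced maternal Peg3 allele in feeder-free female ES cells cultured 40 h with LIF. Luminescence is normalized to in-plate negative controls and fitted to the Hill equation.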
# * hit, by the source's call; ? = inconclusive; . = not tested or not shown; [ ] = remark or other dose. Unless noted, calls come from the whole dose curve; as a rule, active = well fitted curve in the direction sought with a large enough effect; inconclusive = small, poorly fitted or top-dose-only effect, or another doubt; inactive = no such curve, though single readings can be large; an effect the other way counts as inactive or inconclusive. Unless noted, % is set by controls: 0 for no effect and ±100 for the full control effect; potency is the fitted concentration of half-maximal effect.
SMILES,p53ts 39C tox,IkB sig inh,p53ts 32C tox,Imprint erasure
CN(c1ccccc1C(=O)N1CCOCC1)S(C)(=O)=O,12%,0.8%,-2%,0%
CCOc1ccc(C(C)=O)cc1N1C(=O)C2C3C=CC(C3)C2C1=O (stereo unspecified),-10%,-0.4%,-4%,-4%
CC(C)CC(=O)Nc1ccc(C(=O)COc2ccc(-c3nnco3)cc2)cc1,2%,1.7%,3%,-16%
c1ccc(CCNc2c3c(nc4ncnn24)CCC3)cc1,-4%,-0.9%,0%,-18%
Cc1ccc(CN(CC(=O)NC2CCCC2)C(=O)CSc2nnc(COc3ccccc3)o2)cc1,11%,.,-19%,.
CC(=O)n1c(COS(C)(=O)=O)nc2ccccc21,-3%[9.22 µM],-0.8%[11.4 µM],0%[9.22 µM],-7%[10.9 µM]
CCOc1ccc(NC(=O)C2CC(=O)NC(N3CCc4ccccc43)=N2)cc1 (stereo unspecified),-5%,-1.8%,3%,-16%
COc1cccc(C(=O)CSc2nnc(CNS(=O)(=O)c3ccc(C)cc3)n2C)c1,5%,0.3%,2%,-31%[inhibitor]
CC(=O)C1=C(c2ccc(Br)cc2)N(C(C)=O)n2c(nnc2C2CCCCC2)S1,3%,?,-1%,-11%[10.9 µM]
CCOc1cc(CN2CCN(C(=O)CC(C)C)CC2)ccc1OC,3%,3.7%,-3%,-10%
COc1ccc(CC(=O)Nc2cc(-c3cn4cccnc4n3)ccc2C)cc1OC,?,0.8%,-4%,-7%[10.9 µM]
Cc1cc(C)n(C(=O)c2ccc(NC(=O)CC(C)C)cc2)n1,7%,1.1%,14%,-6%
CCOc1ccccc1NC(=O)C(CC(C)C)NS(=O)(=O)c1ccc2c(c1)CCN2C(C)=O (stereo unspecified),9%,1.8%,15%,13%[10.9 µM]
O=S(=O)(Nc1ccc2c(c1)OCO2)c1ccc(Br)s1,14%,3.1%,10%,1%
Cc1cccn2c(=O)c3cc(C(=O)NCC4CCCO4)c(=N)n(Cc4cccnc4)c3nc12 (stereo unspecified),12%,0.6%,1%,-6%
COc1cc(NC(=O)CSc2nnc(C)s2)cc(OC)c1OC,1%,2.5%,1%,0%
Cc1cc(NC(=O)CSc2ccc3nnc(-c4ccc(Cl)cc4)n3n2)no1,1%,-1.6%,-1%,-1%
COc1ccc(N2CCN(C(=O)CCCn3c(=S)[nH]c4cc5c(cc4c3=O)OCO5)CC2)cc1,-3%,2.1%,1%,-7%
COc1ccc(NS(=O)(=O)c2cc(Br)cc3c2N(C(=O)C2CC2)CC3)cc1OC,19%,-1.1%,-1%,-24%[10.9 µM]
COc1cc(-c2nc(S(=O)(=O)c3ccc(Cl)cc3)c(N(C)C)o2)cc(OC)c1OC,-10%,8.9%,-4%,3%
Cc1ccc(S(=O)(=O)NC(=O)c2cc(C)n(CCCN3CCOCC3)c2C)cc1,-3%,0.9%,-7%,-11%
COc1cccc(Oc2nc(C)nc3c2oc2ccccc23)c1,1%,?,-10%,17%[10.9 µM]
Cc1cc(NS(=O)(=O)c2ccc(NC(=O)COc3ccc(Br)cc3C)cc2)no1,2%,1.4%,-14%,-12%[10.9 µM]
CCOC(=O)CN(C(=O)CSc1nnc(CNc2ccc(F)cc2)o1)c1ccccc1,6%,?,3%,-16%
COc1ccc(CCN2C(=O)CC(C(N)=O)SC2=Nc2ccccc2)cc1OC (stereo unspecified),-4%,0.2%,6%,-11%
COc1ccc(C2C(=O)N(C3CCCCC3)CC(=O)N2CCc2ccccc2)cc1OC (stereo unspecified),-2%,-2.3%,7%,-15%
COCCn1nnnc1C(c1cccs1)N1CCN(c2ccccc2)CC1 (stereo unspecified),9%,-0.1%,12%,-8%
Cc1cc(Nc2ccccc2F)n2nc(Cc3ccc(Cl)cc3)nc2n1,-17%,0.0%,-13%,-9%[10.9 µM]
Cc1c(-c2nsc(NC(=O)c3cccs3)n2)nnn1-c1ccc(F)cc1,?,-2.5%,-8%,-34%[inhibitor][10.9 µM]
COc1ccc(F)cc1S(=O)(=O)NCCc1csc(-c2ccc(Cl)cc2)n1,?,?,-8%,-6%[10.9 µM]
O=C(O)C1CC(=O)N(c2ccc(Br)cc2)C1 (stereo unspecified),0%,1.5%,5%,-4%
O=c1c2sccc2n(Cc2cc(=O)n3cc(Cl)ccc3n2)c(=O)n1-c1ccccc1,-11%,-2.7%,7%,16%[10.9 µM]
CC(=O)OC(C(=O)NCS(=O)(=O)c1ccc(C)cc1)c1cccnc1 (stereo unspecified),2%,-1.7%,-4%,.
COc1cc2ccccc2cc1C(=O)Nc1cccc(-c2nc3ccccc3o2)c1,0%,?,-7%,-4%[10.9 µM]
Cc1ccn2cc(CCNC(=O)CC(C)(C)C)nc2c1,-8%,0.3%,-6%,-6%
COc1ccc(N(C(=O)c2ccc(OC)c(OC)c2)S(=O)(=O)c2ccc(Cl)cc2)cc1,6%,-0.3%,21%,-16%[10.9 µM]
Cc1ccc2cc(CCNC(=O)c3ccc(Br)o3)c(=O)[nH]c2c1,-8%,?,-9%,-11%
COc1cccc(-n2ccnc2SCC(=O)Nc2cc(OC)ccc2OC)c1,-9%,2.1%,-6%,-14%
O=C(Nc1ccc(-c2nc3cccnc3s2)cc1)c1ccc(Br)o1,-4%,-2.6%,-11%,-42%[inhibitor]
CCOc1nc(CC)nc(NC(=O)NS(=O)(=O)c2ccccc2Cl)n1,-1%,1.4%,12%,-6%

# Copied from the entries so far for reference:
SMILES,p53ts 39C tox,IkB sig inh,p53ts 32C tox,Imprint erasure
CC(=O)OC(C(=O)NCS(=O)(=O)c1ccc(C)cc1)c1cccnc1 (stereo unspecified),2%,-1.7%,-4%,.
COc1cc2ccccc2cc1C(=O)Nc1cccc(-c2nc3ccccc3o2)c1,0%,?,-7%,-4%[10.9 µM]

# Continued.
SMILES,p53ts 39C tox,IkB sig inh,p53ts 32C tox,Imprint erasure
Cc1noc(C)c1COC(=O)CCCOc1ccc(Cl)cc1Cl,0%,-4.1%,-3%,-2%
CCOC(=O)CSc1nc2ccccc2c(=O)n1-c1cccc(C)c1,11%,4.4%,0%,-8%[10.9 µM]
Cc1cc(C)c2c(CC(=O)Nc3ccccc3C(F)(F)F)coc2c1,7%,-1.0%,4%,-11%[10.9 µM]
Cc1cc2c(cc1S(=O)(=O)CCC(=O)N(C)C1CCCCC1)OCC(=O)N2,-25%,?,-4%,-8%[10.9 µM]
O=C(Nc1ccc(Cl)c(-c2nc3cc(Cl)ccc3o2)c1)c1cc([N+](=O)[O-])ccc1N1CCOCC1,6%,-1.8%,-4%,17%[10.9 µM]
c1ccc(CC2CCN(c3nc(N4CCOCC4)nc(N4CCOCC4)n3)CC2)cc1,3%,-2.0%,-4%,-3%
CCOc1ccccc1NC(=O)CSc1ccccc1,-6%,-3.0%,21%,-14%
O=C(Nc1cccc(-c2nc3cc(Cl)ccc3o2)c1)c1cc([N+](=O)[O-])ccc1N1CCOCC1,7%,-0.6%,-6%,20%[10.9 µM]
CC(=O)Nc1ccc(NC(=O)C(Cc2ccccc2)NS(=O)(=O)c2ccc3c(c2)oc(=O)n3C)cc1 (stereo unspecified),0%,1.9%,7%,-3%[10.9 µM]
COc1ccc(-n2c(C)csc2=S)cc1,-11%,.,6%,.

# 5 of the compounds above, with values under each structure.
# Below each compound – p53ts 39C tox | IkB sig inh | p53ts 32C tox | Imprint erasure
Cc1noc(C)c1COC(=O)CCCOc1ccc(Cl)cc1Cl
 : 0% | -4.1% | -3% | -2%
CCOC(=O)CSc1nc2ccccc2c(=O)n1-c1cccc(C)c1
 : 11% | 4.4% | 0% | -8%[10.9 µM]
Cc1cc(C)c2c(CC(=O)Nc3ccccc3C(F)(F)F)coc2c1
 : 7% | -1.0% | 4% | -11%[10.9 µM]
Cc1cc2c(cc1S(=O)(=O)CCC(=O)N(C)C1CCCCC1)OCC(=O)N2
 : -25% | ? | -4% | -8%[10.9 µM]
O=C(Nc1ccc(Cl)c(-c2nc3cc(Cl)ccc3o2)c1)c1cc([N+](=O)[O-])ccc1N1CCOCC1
 : 6% | -1.8% | -4% | 17%[10.9 µM]

# (further entries)
SMILES,p53ts 39C tox,IkB sig inh,p53ts 32C tox,Imprint erasure
O=C(NCc1ccco1)c1ccccc1NC(=O)C1CC(=O)N(c2ccc(Cl)cc2)C1 (stereo unspecified),8%,0.8%,-9%,-4%
O=C(CSc1nccn1-c1ccc(Cl)cc1)Nc1nc2ccccc2s1,-16%,3.9%,7%,3%[10.9 µM]
CC(C)=CC(=O)N1CCCc2ccccc21,13%,3.5%,7%,-9%
Cc1nnc(C)c2c(C)n(Cc3ccc4c(c3)OCO4)c(C)c12,-5%,1.0%,4%,-16%
O=C(CCN1CCCCC1)Nc1ccc(Br)cc1,-4%,1.7%,-3%,-14%
Cc1nn(-c2ccccc2)cc1/C=N/O,15%,1.2%,20%,-9%
O=C(c1cc2ccc3cccnc3c2[nH]1)N1CCN(c2cccc(Cl)c2)CC1,45%[activator],9.7%,6%,24%[10.9 µM]
CC(=O)N1CCN(c2ccc(NCc3ccc(C)s3)cc2)CC1,-9%,1.4%,-9%,4%
O=C(OCCO)c1cc(Cl)c(C(=O)OCCO)cc1Cl,1%,0.9%,3%,2%
COc1ccc(-n2nnc3c(=O)n(C/C=C/c4ccccc4)cnc32)cc1,8%,2.7%,6%,-17%
COc1ccc(CNC(=O)C(OC(C)=O)c2ccccn2)cc1 (stereo unspecified),2%,-0.6%,-1%,.
CN1CCN(S(=O)(=O)c2ccc(NC(=O)C3CCCO3)cc2)CC1 (stereo unspecified),-11%,-2.0%,-11%,-5%
COc1cccc(Cn2nnc(C(=O)NCc3ccc(Cl)cc3Cl)c2N)c1,-2%,2.0%,-13%,?
O=C(COc1ccc(S(=O)(=O)N2CCc3ccccc32)cc1Cl)NCc1ccccn1,-1%,6.9%,9%,-5%
CCCn1c(=O)c2sccc2n2c(CCCC(=O)N3CCN(c4ccc(OC)cc4)CC3)nnc12,-12%,-3.0%,11%,-19%[10.9 µM]
COC(=O)c1cccnc1-n1c(=O)c2cccnc2n(CC(=O)Nc2cccc(C)c2)c1=O,35%[activator],1.2%,-2%,25%[10.9 µM]
O=C(NCCN1C(=O)C2C3C=CC(C3)C2C1=O)Nc1ccccc1O (stereo unspecified),-12%,0.2%,-17%,1%
Cc1ccc(-n2c(C)cc(C(=O)OCC(=O)N(C)C3CCS(=O)(=O)C3)c2C)cc1 (stereo unspecified),3%,?,-3%,-16%
Cc1onc(-c2ccccc2)c1C(N)=O,9%,?,4%,-4%
Cc1nnc(NC(=O)CSc2nc3c([nH]c4ccccc43)c(=O)n2-c2ccccc2)s1,-26%,-2.8%,-8%,25%[10.9 µM]
CCOc1ccc(CNC(=O)C2CCN(c3nnc(-n4cccc4CNc4ccc(C)cc4)s3)CC2)cc1OC,?,-1.4%,-16%,15%[10.9 µM]
Cc1ccc(S(=O)(=O)N2CCOCC(=O)NCCOCCNC(=O)COCC2)cc1,8%,-0.3%,5%,-6%
O=C(Oc1ccc(Cl)c2cccnc12)N1CCCCC1,-6%,4.4%,3%,.
CC(C)C(c1nnnn1Cc1ccc(F)cc1)N1CCN(Cc2ccc3c(c2)OCO3)CC1 (stereo unspecified),-10%,4.1%,-1%,-22%
CCOc1c(C)cc2[nH]c(CCC(=O)O)nc2c1C,17%,.,-15%,.
C=CCn1nnc2sc3c(c2c1=O)CCC(C)C3 (stereo unspecified),-3%,-2.0%,3%,-14%
CNc1ccccc1C(=O)OCC(=O)c1ccccc1,-4%[9.22 µM],.,-4%[9.22 µM],.
O=C(COC(=O)c1cc(=O)[nH]c2ccccc12)NC(=O)NC1CCCCC1,-11%,1.4%,-6%,-1%
CCOC(=O)Cc1csc(NC(=O)c2ccc(S(=O)(=O)N3CCCC3)cc2)n1,-9%,?,0%,-15%
O=C(NCC(c1ccco1)S(=O)(=O)c1ccc(Cl)cc1)c1ccccc1F (stereo unspecified),-9%,?,-8%,4%[10.9 µM]
Cc1nc2ccc(S(=O)(=O)N(C)CC(=O)N3CCc4ccccc4C3)cc2s1,-8%,?,-9%,-18%
CCC(=O)NCCc1sc2nc(-c3ccc(OC)cc3)nn2c1C,?,-5.1%,-1%,5%[10.9 µM]
Cc1cccc(C(=O)Nc2cc(-c3nc4cccnc4s3)ccc2C)c1,9%,0.0%,-2%,-6%[10.9 µM]
Cc1ccc2c(CSc3nnc(C4CC4)n3N)cc(=O)oc2c1C,-1%,-0.3%,3%,-4%
Cc1ccc(C(=O)Nc2nncs2)cc1S(=O)(=O)N1CCOCC1,-5%,1.8%,-7%,2%

# Assay outcomes (PubChem BioAssay)
